# Screens: PubChem, several laboratories
# PKA-R2B act – PKA-R2B complex activation; P22694+P31323; PKA-R2B holoenzyme dissociation, Cy5-IP20 fluorescence polarization; R2B truncated from residue 108, S112A mutant; 0% DMSO only, 100% 113 µM cGMP; activation, % at 11.4 µM; actives 0.079% (n = 340,000);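 active = activation above a cutoff set at the mean over all compounds plus 3 SD, cut at about 18% in these data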;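 note: higher means more holoenzyme dissociation and a rise in polarization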
# SR-BI DiI-HDL act – SR-BI HDL lipid transfer activation. activation, % at 12.5 µM. CHO ldlA[mSR-BI] cells, DiI-HDL uptake fluorescence, 3 h; 100 = double the neutral-control signal. actives 0.096% (n = 320,000). AID 504775;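 active = mean replicate activation of at least 60% and every replicate at or above 60%; inconclusive = mean or all-replicate condition met, but not both; inactive = mean below 60% and not all replicates reaching 60%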;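 note: 0% = median plate neutral-control signal and 100% = twice that signal; values of inactives mirror those of a sister screen read the other way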
#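 Assay system: LDL receptor-deficient CHO ldlA cells overexpressing murine SR-BI / Medium: BSA-supplemented, HEPES-buffered Ham's F12, pH 7.4 / Probe or stimulus: DiI-labelled HDL at 10 µg/mL final / Timing: compound with DiI-HDL co-incubation, 3 h at 37 °C / Technique: bottom-read cell fluorescence after medium removal, ex 550/em 595 nm / Measure: HDL uptake via cellular fluorescence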
# DAGLB inhibitor – blocks human DAGLB lipase activity; Q8NCG7; HEK293T DAGLB membrane lysate, EnzChek fluorogenic substrate; inhibition, % at 5.17 µM; actives 0.059% (n = 340,000); in the data active = inhibition above about 34%;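 note: 0% = enzyme with vehicle and 100% = wells lacking enzyme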
# Cardiac RTF inh – cardiac RTF calcium desensitization; actives 0.12% (n = 340,000); inhibition, % at 7.15 µM; P19429+P45379; AID 493244; IANBD-labeled cardiac RTF, Ca2+ fluorescence;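 active = inhibition above the mean inhibition of all tested compounds plus 3 SD, cut at about 17% in these data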;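 note: assay run at fixed EC70 calcium of 1.6 mM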
# NSD2 inh – blocks human histone methyltransferase NSD2 | NSD2 peptide methylation, AlphaScreen, 120 min | O96028 | inhibition, % at 12.5 µM | actives 0.54% (n = 310,000); in the data active = inhibition above about 50%
# Target sequence (O96028 whole entry, looked up): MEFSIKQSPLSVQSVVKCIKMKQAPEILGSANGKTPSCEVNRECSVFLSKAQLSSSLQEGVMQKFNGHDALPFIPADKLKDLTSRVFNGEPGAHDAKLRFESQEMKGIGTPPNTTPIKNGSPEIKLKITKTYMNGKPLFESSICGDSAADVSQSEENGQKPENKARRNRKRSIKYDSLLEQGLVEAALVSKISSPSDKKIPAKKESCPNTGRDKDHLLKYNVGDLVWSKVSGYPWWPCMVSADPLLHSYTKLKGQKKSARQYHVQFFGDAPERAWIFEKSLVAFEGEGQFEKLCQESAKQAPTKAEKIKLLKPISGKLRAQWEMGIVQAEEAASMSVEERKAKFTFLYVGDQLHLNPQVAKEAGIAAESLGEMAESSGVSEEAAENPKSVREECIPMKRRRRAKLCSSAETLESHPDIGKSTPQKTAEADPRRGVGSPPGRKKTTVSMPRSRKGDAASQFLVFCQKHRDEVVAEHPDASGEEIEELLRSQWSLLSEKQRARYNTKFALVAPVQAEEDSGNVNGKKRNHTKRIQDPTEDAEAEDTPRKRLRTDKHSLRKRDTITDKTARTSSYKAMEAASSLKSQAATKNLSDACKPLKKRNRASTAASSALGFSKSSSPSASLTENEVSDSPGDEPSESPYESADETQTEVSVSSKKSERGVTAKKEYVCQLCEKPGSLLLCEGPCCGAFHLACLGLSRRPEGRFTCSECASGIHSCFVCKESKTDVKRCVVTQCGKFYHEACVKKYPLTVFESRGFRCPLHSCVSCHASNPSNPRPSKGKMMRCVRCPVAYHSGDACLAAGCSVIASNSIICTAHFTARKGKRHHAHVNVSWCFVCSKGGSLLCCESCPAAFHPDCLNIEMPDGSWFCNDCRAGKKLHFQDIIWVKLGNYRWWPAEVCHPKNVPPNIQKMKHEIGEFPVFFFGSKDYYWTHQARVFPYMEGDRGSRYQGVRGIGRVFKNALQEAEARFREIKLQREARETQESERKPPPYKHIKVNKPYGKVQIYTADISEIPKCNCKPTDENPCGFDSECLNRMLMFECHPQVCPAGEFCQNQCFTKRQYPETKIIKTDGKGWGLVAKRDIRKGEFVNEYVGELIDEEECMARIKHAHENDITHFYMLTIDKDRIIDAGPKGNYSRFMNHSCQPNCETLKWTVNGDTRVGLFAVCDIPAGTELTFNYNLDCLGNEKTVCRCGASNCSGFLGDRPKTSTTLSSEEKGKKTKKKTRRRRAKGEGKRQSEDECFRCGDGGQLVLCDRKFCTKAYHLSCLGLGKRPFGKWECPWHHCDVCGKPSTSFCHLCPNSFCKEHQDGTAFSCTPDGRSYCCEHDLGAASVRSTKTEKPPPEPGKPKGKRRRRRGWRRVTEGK
# SR-BI HDL uptake – mouse SR-BI HDL lipid transfer inhibition. ldlA[mSR-BI] CHO cells, DiI-HDL uptake fluorescence, 3 h. Q61009. inhibition, % at 12.5 µM. actives 0.96% (n = 320,000);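 active = mean replicate inhibition of at least 70% and a set share of replicates each scoring 70 or more; inconclusive = meets just one of the two criteria; inactive = fails both criteria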;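 note: 0% = median of neutral control wells and 100% = median of positive control wells; values of inactives mirror those of a sister screen read the other way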
# Keap1-Nrf2 PPI – inhibitors of human Keap1-Nrf2 protein-protein interaction. Keap1 Kelch-Nrf2 peptide fluorescence polarization, 1536-well. inhibition, % at 9.4 µM. actives 0.15% (n = 340,000). Q14145; in the data active = inhibition above about 12%; inconclusive = no clear call, values can overlap the other calls; inactive = below about 7.3%;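 note: human Keap1 Kelch domain with fluorescein labeled Nrf2 9mer peptide probe; 0% = neutral control wells and 100% = peptide positive control; higher means more block of Keap1 binding to Nrf2 peptide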
# C-LANA FP – KSHV C-LANA DNA binding inhibition; MBP-C-LANA/FAM-LBS DNA binding, fluorescence polarization; inhibition, % at 9 µM; actives 0.078% (n = 340,000);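 active = highest replicate inhibition at or above 60% at 9 µM, even if other replicates fall short; inactive = all replicates below 60% inhibition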;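 note: 0% = neutral control wells and 100% = 4 µM acridine orange control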
# Arr AP2 block – inhibitors of human beta-arrestin and AP2 interaction; FITC-arrestin peptide / GST-AP2 beads, flow cytometry; AP2 beta2 appendage carries R879A mutation; inhibition, % at 10 µM; actives 0.31% (n = 340,000);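 active = inhibition above a set limit, near 3 SD of compounds lacking own fluorescence, cut at about 54% in these data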;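 note: plate controls were DMSO wells for no effect and 5 µM unlabelled arrestin peptide for full effect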
#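 Material – AP2 appendage R879A on GSH beads · Buffer or medium – PBS with 0.05% Tween 20 and 0.1% BSA · Probe or stimulus – fluorescein-tagged arrestin peptide at 50 nM final · Incubation – compound with beads 12 min RT, then probe 1 h RT · Detection – high-throughput flow cytometry of beads, ex 488, em 535 nm · Evaluation – percent response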
# PvdQ acylase – blocks Pseudomonas aeruginosa PvdQ acylase activity. purified PvdQ acylase, fluorescence plate reader. inhibition, % at 10 µM. actives 0.063% (n = 340,000); in the data active = inhibition above about 30%, passing the limit was not always enough; inconclusive = no clear call, values can overlap the other calls;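 note: 0% = vehicle neutral wells and 100% = reference inhibitor wells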
# Numbers without * were called inactive; ? = inconclusive; / = not tested or not shown.
# The opening 6 records as a preview:
Structure | PKA-R2B act | SR-BI DiI-HDL act | DAGLB inhibitor | Cardiac RTF inh | NSD2 inh | SR-BI HDL uptake | Keap1-Nrf2 PPI | C-LANA FP | Arr AP2 block | PvdQ acylase
COc1ccc(C2=NS(=O)(=O)N(C)C(C(=O)N3CCOCC3)=C2)cc1OC | -2 | 12 | 0 | 4 | / | -12 | -4 | 0.3 | -7 | -12
Cc1ccc(C(=O)Nc2c(N)nc(SCC(=O)Nc3cc(C)on3)[nH]c2=O)cc1 | 2 | -1 | -2 | 2 | 0 | 1 | -2 | -0.8 | 30 | 1
Cc1ccc(S(=O)(=O)N2CCCCC2)cc1NC(=O)COC(=O)Cc1ccc(Cl)cc1 | -4 | 1 | 0 | -9 | 25 | -1 | 5 | -0.7 | 7 | 5
O=C(COc1ccc2ccccc2c1)N1c2ccccc2Sc2ccccc21 | 8 | 7 | 0 | -5 | 1 | -7 | 0 | -3.7 | 4 | -5
Cc1ccccc1CC(=O)Nc1sc(C(C)C)cc1C(=O)N1CCOCC1 | 3 | -12 | 0 | -4 | 2 | 12 | -1 | -0.6 | -2 | -8
Cn1cc(S(=O)(=O)N2CCN(C(=O)c3ccco3)CC2)c(=O)n(C)c1=O | -9 | 18 | 2 | -6 | / | -18 | -2 | 1.9 | 6 | -8

# Results, from the start:
Structure | PKA-R2B act | SR-BI DiI-HDL act | DAGLB inhibitor | Cardiac RTF inh | NSD2 inh | SR-BI HDL uptake | Keap1-Nrf2 PPI | C-LANA FP | Arr AP2 block | PvdQ acylase
COc1ccc(C2=NS(=O)(=O)N(C)C(C(=O)N3CCOCC3)=C2)cc1OC | -2 | 12 | 0 | 4 | / | -12 | -4 | 0.3 | -7 | -12
Cc1ccc(C(=O)Nc2c(N)nc(SCC(=O)Nc3cc(C)on3)[nH]c2=O)cc1 | 2 | -1 | -2 | 2 | 0 | 1 | -2 | -0.8 | 30 | 1
Cc1ccc(S(=O)(=O)N2CCCCC2)cc1NC(=O)COC(=O)Cc1ccc(Cl)cc1 | -4 | 1 | 0 | -9 | 25 | -1 | 5 | -0.7 | 7 | 5
O=C(COc1ccc2ccccc2c1)N1c2ccccc2Sc2ccccc21 | 8 | 7 | 0 | -5 | 1 | -7 | 0 | -3.7 | 4 | -5
Cc1ccccc1CC(=O)Nc1sc(C(C)C)cc1C(=O)N1CCOCC1 | 3 | -12 | 0 | -4 | 2 | 12 | -1 | -0.6 | -2 | -8
Cn1cc(S(=O)(=O)N2CCN(C(=O)c3ccco3)CC2)c(=O)n(C)c1=O | -9 | 18 | 2 | -6 | / | -18 | -2 | 1.9 | 6 | -8
Cc1ccccc1OC(C)C(=O)Nc1ccc2c(c1)OCO2 (configuration not stated) | 5 | -23 | -6 | -3 | 10 | 23 | 2 | -0.4 | -17 | -9
COc1ccc(C(=O)CCC(=O)NCCc2c[nH]c3ccccc23)cc1 | -2 | 0 | -2 | 1 | 5 | 0 | -3 | -0.8 | 4 | -11
COc1ccc(OCCSc2ncc(CO)n2C)cc1 | -3 | 8 | -2 | -10 | 1 | -8 | -3 | -1.1 | -12 | -16
CCC(=O)N1CCC2(CC1)Oc1ccc(F)cc1C(=O)C21CC(c2ccc(Cl)cc2)=NO1 (configuration not stated) | -15 | 1 | -2 | -4 | / | 7 | -6 | -0.1 | -4 | -13
CC(=O)Nc1ccc(S(=O)(=O)N(C)CC(=O)OCC(=O)NCc2ccco2)cc1 | -8 | 34 | 0 | -10 | -1 | -34 | -1 | 0.1 | 16 | 0
CCCCn1c(N)c(N(CC)C(=O)c2ccccc2C)c(=O)[nH]c1=O | -9 | 17 | 1 | 3 | -2 | -17 | 2 | -2.4 | 2 | -7
Cc1ccc(S(=O)(=O)CCC(=O)OCC(=O)NCC(=O)Nc2c(C)cc(C)cc2C)cc1 | -12 | 20 | 0 | -5 | -1 | -20 | -4 | -2.1 | 19 | 5
COCC(=O)N1CCCC(CNS(=O)(=O)c2ccc(OC)cc2)C1 (configuration not stated) | 4 | 5 | 0 | 3 | 3 | -5 | -6 | 1.4 | -2 | -18
Cc1cccc(Nc2ncnc3ccc(Br)cc23)c1 | -2 | -23 | -4 | 3 | -4 | 23 | -8 | -0.6 | -2 | 6
COc1cccc(-c2cc(=O)c3cc(NC(=O)c4ccccc4)ccc3[nH]2)c1 | 4 | 13 | -5 | -2 | / | -13 | -3 | 0.8 | 8 | 5
N/C(Cc1ccc(Cl)cc1Cl)=N\OC(=O)c1ccccc1 | -8 | 11 | -12 | -3 | -2 | -11 | -9 | 0.2 | -8 | -13
COC(=O)c1cccc(NC(=O)CSCc2ccccc2)c1 | 5 | 3 | 0 | -7 | -1 | -3 | 0 | -1.3 | -3 | 16
CC(/C=N/NC(=O)Cn1cnc2c1c(=O)n(C)c(=O)n2C)=C\c1ccccc1 | -11 | 1 | 2 | -1 | -3 | -1 | -4 | -1.4 | 11 | -6
CN(CCn1ccnc1)C(=O)CC1C(=O)NCCN1Cc1ccccc1C(F)(F)F (configuration not stated) | 4 | 21 | 2 | -8 | -3 | -21 | -2 | 0.7 | 19 | -5
Cc1ccc(C(=O)N2CCC3(CC2)Oc2ccc(F)cc2C(=O)C32CC(c3cccnc3)=NO2)s1 (configuration not stated) | 3 | 0 | 2 | -6 | / | 0 | -2 | -2.5 | 1 | -6
Cn1c(=O)n(C)c2cc(CNc3ccc(N4CCOCC4)c(C(=O)O)c3)ccc21 | -7 | 3 | -2 | 1 | 0 | -3 | 1 | -0.5 | 27 | 9
CC(NC(=O)COC(=O)Cn1cnc2ccccc2c1=O)C1CC2CCC1C2 (configuration not stated) | -12 | 8 | 0 | -1 | -1 | -8 | -3 | -0.4 | 40 | 6
O=C(CNC(c1ccccc1)c1ccccc1)NCc1ccccc1Cl | -6 | 1 | -5 | -9 | -4 | -1 | 4 | -3.0 | -15 | -6
CCn1cc(C(=O)NCCc2ccc(OC)cc2)c(=O)c2ccc(C)nc21 | 1 | / | -2 | 3 | 1 | / | -2 | -0.5 | 12 | 3
O=C(CCNc1ccc(Br)cc1)c1cccc([N+](=O)[O-])c1 | -4 | 3 | -3 | -3 | -2 | -3 | -5 | 1.9 | 16 | -21
Cc1ccc(NC(=O)c2cccc(N3C(=O)CCC3=O)c2)nc1 | 10 | 35 | 0 | -4 | -2 | -35 | -4 | -1.2 | 3 | -9
CCOC(=O)C(C(=O)NCc1ccc(F)cc1)c1ncc(C(F)(F)F)cc1Cl (configuration not stated) | -11 | -3 | -1 | 1 | -2 | 3 | 0 | -1.4 | 0 | -4
Cn1c(=O)[nH]c(=O)c2c1nc(CN1CCN(c3cccc(Cl)c3)CC1)n2CCCc1ccccc1 | -1 | 7 | 6 | -5 | / | -7 | 1 | -1.6 | 3 | -6
Nc1[nH]ncc1S(=O)(=O)c1ccccc1 | -7 | 6 | 1 | -7 | -1 | -6 | -2 | -0.6 | -6 | -11
COc1ccc(-c2nc(CN3CCN(C(=O)c4ccco4)CC3)c(C)o2)c(OC)c1C | -6 | -13 | 0 | 2 | / | 13 | 1 | -9.8 | 54* | -1
Cc1ccc(-c2cc(C(=O)NCc3cnn(C)c3C)c3cc(Br)ccc3n2)cc1 | -1 | -57 | -2 | 1 | 1 | 57 | -1 | 2.0 | -1 | -12
Cc1ccc(C)c(OCCCCCn2ccnc2)c1 | -4 | 17 | -5 | -1 | 6 | -17 | -4 | 0.2 | 20 | 5
CC(Oc1ccc(F)cc1)C(=O)Oc1ccc(N(C)S(=O)(=O)c2ccccc2)cc1 (configuration not stated) | -6 | 22 | -4 | -2 | -2 | -22 | 0 | -0.6 | 14 | 4
Cc1ccccc1NC(=O)c1ccc(CN2CCc3ccccc3C2)cc1 | -12 | 5 | -3 | -9 | 0 | -5 | -1 | -0.4 | 6 | 1
CSCc1c(C(=O)N2CCCc3ccccc32)oc2ccccc12 | -4 | -25 | -8 | 0 | 1 | 25 | -2 | 0.1 | -4 | -8
COc1cccc(OC)c1C(=O)Nn1c(C2CCC2)nc2ccccc2c1=O | 5 | 39 | -2 | -7 | -4 | -39 | 2 | -0.1 | 0 | -16
COc1ccc(S(=O)(=O)N(C)CC(=O)Nc2ccc(C)cc2)cc1OC | -1 | -9 | 0 | -7 | -3 | 9 | 3 | 0.5 | 5 | 7
CCN1CCN(Cc2ccc(NC(=O)c3ccc(C)c(NC(=O)c4ccc5n[nH]nc5c4)c3)cc2C(F)(F)F)CC1 | 0 | -16 | -5 | 0 | / | 16 | ? | -4.1 | 8 | 4
O=C(OCC(=O)N1CCC(c2ccccc2)=N1)c1ccc(Cl)s1 | -3 | -4 | -5 | -5 | 0 | 4 | -3 | 0.7 | 39 | 7
Cc1ccc(Cl)c(OCC(O)CN(CCO)CCO)c1 (configuration not stated) | -4 | 7 | -1 | 1 | -2 | -7 | -4 | -0.2 | 2 | -9
O=C(CCNC(=O)c1ccccc1Cl)Nc1nc(-c2ccc(F)cc2)cs1 | 1 | 8 | 0 | 6 | 2 | -8 | 0 | 0.3 | 3 | 3
COc1ccc(-c2nnc(NC(=O)c3ccccc3C)o2)cc1 | 2 | 3 | -3 | -9 | / | -4 | -3 | 0.9 | 14 | -15
COc1cc(C2CC(=O)Oc3c2c(=O)n(C)c2ccccc32)ccc1O (configuration not stated) | / | -7 | / | / | 1 | 7 | -5 | 1.2 | 7 | -8
O=C(c1ccco1)N1CCN(c2cc(N3CCOCC3)c(F)cc2[N+](=O)[O-])CC1 | -2 | -11 | 4 | -2 | 4 | 11 | 2 | 0.0 | 31 | 1
CCOc1cc(N2CCOCC2)c(OCC)cc1NC(=O)c1ccc(NC(C)=O)cc1 | 9 | -48 | -2 | 3 | 7 | 48 | -6 | -4.9 | 22 | 24
CCNc1nc(NCC)nc(C(=O)Nc2ccccc2)n1 | 8 | 2 | 4 | -4 | 5 | -2 | -2 | -0.5 | 7 | -5
CC(=O)N1CCc2c(sc(NC(=O)C3CCCN3S(=O)(=O)c3cccs3)c2C(N)=O)C1 (configuration not stated) | -8 | -5 | -4 | -15 | -1 | 5 | 0 | 25 | -9 | -4
O=C1CC2(CC(c3ccc(Cl)cc3)=NO2)C(=O)N1c1ccccc1 (configuration not stated) | 1 | 6 | -1 | -9 | -2 | -6 | 1 | 0.5 | -3 | -14
CCN(C(=O)COC(=O)/C=C/c1ccco1)c1c(N)n(Cc2ccccc2)c(=O)[nH]c1=O | -4 | -17 | -2 | -4 | 0 | 17 | 0 | -1.0 | 4 | 8
CCC(CCC(=O)NNC(=O)Cc1ccc([N+](=O)[O-])cc1)C(=O)O (configuration not stated) | -2 | 43 | 2 | 1 | / | -43 | 3 | -0.3 | -6 | -4
